Compound activity as filed in PubChem.
M1AAP inhibition: malaria alanyl aminopeptidase activity blockers – biochemical, fluorogenic H-Leu-NHMec substrate, 1536-well (AID 1445); inhibition, % at 30 µM, or IC50 in µM where a hit was titrated; recombinant M1AAP, H-Leu-NHMec fluorogenic kinetic assay; higher % means a stronger effect; hit rate 0.42% among 220,000;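 active means primary inhibition above the hit cutoff, then over 50% inhibition at one or more dose response concentrations, cut at about 23% in these data, passing the limit was not always enough; inconclusive means conflicting primary data, or primary hits not chosen for dose response; inactive means low primary inhibition, or under 50% at every dose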;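 further: plate controls were DMSO full reaction for no effect and no enzyme background for full effect; strong numbers were not always called active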
West Nile antiviral: West Nile virus antiviral activity, cell-based, CPE readout (AID 1621) | West Nile virus-infected cells, CPE inhibition; higher % means a stronger effect | CPE inhibition, % at 10 µM; hits with a dose series show IC50 in µM | hit rate 0.02% among 290,000; in the data active means a potency from the dose series; inconclusive means CPE inhibition mostly from about 3.7% at the one dose, without a potency; inactive means the rest, 99 in 100 with CPE inhibition below about 2.2%; further: strong numbers were not always called active
T cell HTS: T cell immune modulators affecting CD8 T cell-vesicle binding | 2C CD8+ T cell-vesicle binding, flow cytometry; stronger effect = lower value | hit rate 0.068% among 330,000 | calls only at 7 µM;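 active means response, share of CD8 T cells binding vesicles, and their 90th percentile fluorescence all below set limits, cut at about 80% in these data, passing the limit was not always enough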
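material = purified 2C TCR transgenic mouse naive CD8+ T cells | controls = Unloaded micro-vesicles (low), QL9 vesicles with 0.7% DMSO (high) | detection = cytometric PE anti-B7-1 and Alexa647 anti-CD8 signals after 1% paraformaldehyde fixation | incubation = binding step 1.5 h, 37 °C, antibody labelling 20 min, ice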
PMI inhibition: human PMI inhibitors, high substrate, primary screen, biochemical, fluorescence intensity, high mannose 6-phosphate (AID 1220); recombinant PMI enzyme, coupled fluorescence intensity; higher % means a stronger effect; inhibition, % at 20 µM, or IC50 in µM where a hit was titrated; hit rate 0.66% among 190,000
TNAP activators: stimulation of alkaline phosphatase TNAP activity – biochemical, luminescent, no phosphate acceptor, uHTS, primary screen (AID 1001). purified TNAP, luminescent activation assay, no phosphate acceptor; higher activation fold means a stronger effect. one-dose activation fold at 20 µM; EC50 in µM for titrated hits. hit rate 0.03% among 200,000; in the data active means activation fold from about 3, or a potency from the dose series; inactive means the rest, 99 in 100 with activation fold below about 1.6; further: many of its hits are not listed in these tables
PMI inhibitors: inhibitors of human PMI, primary screen, biochemical, fluorescence intensity, coupled assay (AID 1209); purified PMI enzyme, coupled fluorescence intensity; higher % means a stronger effect; inhibition, % at 20 µM, or IC50 in µM where a hit was titrated; hit rate 0.42% among 190,000;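 further: plate controls were DMSO vehicle for no effect and wells lacking substrate for full effect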
RSV antiviral HEp-2: RSV antiviral activity via CPE protection, HEp-2 cells, primary 10 µM value included (AID 2391); HEp-2 cells, RSV-induced CPE inhibition; higher % means a stronger effect; CPE inhibition, % at 10 µM; hits with a dose series show IC50 in µM; hit rate 0.13% among 310,000; in the data active means a potency from the dose series; inconclusive means CPE inhibition mostly from about 23% at the one dose, without a potency; inactive means the rest, 99 in 100 with CPE inhibition below about 21%; further: strong numbers were not always called active
M17LAP inhibition: P. falciparum M17LAP inhibitors, primary screen, biochemical, fluorogenic H-Leu-NHMec substrate, 1536-well (AID 1619); recombinant M17LAP, H-Leu-NHMec fluorogenic kinetic assay; higher % means a stronger effect; inhibition, % at 30 µM; hits with a dose series show IC50 in µM; hit rate 0.38% among 220,000;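 active means compound inhibiting the enzyme by more than half at any dose during confirmatory dose-response retesting; inconclusive means strong single-dose inhibitors picked by rank but not retested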;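 further: plate controls were full reaction with DMSO carrier for no effect and no enzyme background for full effect; strong numbers were not always called active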
UTI89 phage lysis: protection from phage-mediated lysis, alamar blue read-out – E. coli UTI89, K1F phage, bacterial capsule biogenesis inhibitors (AID 488966). hit rate 0.02% among 340,000. E. coli UTI89 K1F phage lysis, alamar blue, 2 h; higher % means a stronger effect. one-dose inhibition, % at 100 µM; IC50 in µM for titrated hits;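 active means phage lysis inhibition, versus mean bacterial control, above a set limit; inconclusive means no clear call, values can overlap the other calls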;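 further: capsule biogenesis inhibitors block K1F phage lysis so surviving cells raise fluorescence; higher fluorescence means more inhibition of phage lysis; actives were called in the ten point dose series up to 300 µM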
T cell HTS vesicle-bound %: further read-out of T cell HTS, marked with its call; double positive events, %; measured here: CD8+ vesicle-bound cell fraction;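 binding gate set so that unloaded-vesicle control wells show 10% double positive cells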
Numbers without * were called inactive; i = inactive; u = inconclusive; x = not tested or not shown; [ ] = another dose, or the depositor's remark. Unless noted, no stated cut-off is given here; in the data, active means inhibition above about 50%; inactive means the rest.

SMILES	M1AAP inhibition	West Nile antiviral	T cell HTS	T cell HTS vesicle-bound %	PMI inhibition	TNAP activators	PMI inhibitors	RSV antiviral HEp-2	M17LAP inhibition	UTI89 phage lysis
CSCCC(NC(=O)c1cccc([N+](=O)[O-])c1)C(=O)O (stereo not drawn)	2%	0.1%	i	45	-12%	1.1	-3%	1.5%	11%	0.7%
Cc1c(NC(=O)Cc2ccccc2)cccc1C(=O)NN1C(=O)c2ccccc2C1=O	2%	0.1%	i	45	7%	1.1	5%	0.8%	-4%	3.1%
O=C(Cn1cccc1C(=O)c1ccccc1)NCc1cccnc1	0%	-0.3%	i	44	-5%	1.1	-5%	0.3%	8%	0.7%
CCOCCc1nnc(NC(=O)c2cc(OC)c(OC)c(OC)c2)s1	-3%	0.0%	i	31	6%	1	10%	-1.4%	-6%	-0.2%
CN(C)C1(CNC(=O)Nc2ccccc2)CCCCC1	x	-0.4%	i	31	x	x	x	0.8%	x	0.3%
O=C(c1ccc([N+](=O)[O-])cc1)N1CCN(c2ncc(Br)cn2)CC1	x	-1.3%	i	8	x	x	x	4.3%	x	0.1%
CC(=O)NCC(=O)N(C)C(C(=O)Nc1ccc2c(c1)OCCO2)c1ccccc1 (stereo not drawn)	-3%	u	i	50	1%	1.1	4%	2.3%	10%	0.4%
CSc1ccc(CN2CCc3c([nH]c4ccccc34)C2)cc1	x	-0.7%	i	62	x	x	x	3.1%	x	-0.4%
CC1CCc2nc(/C(C#N)=C/c3ccncc3)sc2C1 (stereo not drawn)	-2%	-0.7%	i	51	0%	1	-7%	9.7%	3%	-0.1%
O=C(CN1CCN(c2ccccc2)CC1)Nc1cccc([N+](=O)[O-])c1	1%	-0.5%	i	30	9%	1	3%	-0.4%	2%	-1.6%
CCCCOC(=O)c1ccc(NC(=O)C(=O)NCC2CCCO2)cc1 (stereo not drawn)	6%	0.2%	i	10	-4%	1	-3%	2.0%	-17%	0.9%
ClC1(Cl)CC1Cn1cnc2ccccc21 (stereo not drawn)	0%	-0.4%	i	42	-4%	1.1	-8%	0.6%	14%	0.1%
COc1ccc(CCNC(=O)CCC(=O)Nc2ccc3nc(N4CCN(C)CC4)cc(C)c3c2)cc1OC	7%	-0.1%	i	56	-2%	1.1	-7%	-0.8%	4%	0.1%
COc1cccc(-c2nc(NC(C)C)c3ccccc3n2)c1O	17%	1.7%	i	17	16%	1.1	15%	16%	4%	-0.2%
CCc1nnc(NC(=O)CCc2c[nH]c3ccccc23)s1	7%	-0.8%	i	42	3%	1.1	3%	-1.1%	-4%	0.3%
Cc1ccc(S(=O)(=O)N2CCC(C(=O)NC3CC(C)(C)NC(C)(C)C3)CC2)cc1C	x	-0.3%	i	13	x	x	x	-0.3%	x	1.2%[50 µM]
CCOCCCNC(=O)C1CCC(CNS(=O)(=O)c2ccc(Cl)cc2)CC1 (stereo not drawn)	0%	0.2%	i	20	2%	1.1	6%	2.1%	-3%	4.0%
COc1cc(NC(=O)C2CC2)c(OC)cc1NC(=O)CCC(=O)NC1CCN(Cc2ccccc2)CC1	1%	-0.6%	i	33	-6%	1.2	-1%	-0.3%	12%	-1.6%
CCC(CC)C(=O)N1CCN(Cc2nc3ccccc3c(=O)[nH]2)CC1	4%	-0.2%	i	34	x	1	x	0.2%	3%	-0.3%
O=C(/C=C1\SC(=O)N(CC(=O)Nc2ccc(F)cc2)C1=O)Nc1ccc(Cl)cc1	3%	-0.3%	i	30	14%	1	-2%	2.6%	3%	2.0%
N#Cc1c(N)n(CCc2ccc(F)cc2)c2nc3ccccc3nc12	2%	0.1%	i	30	15%	1	7%	8.7%	-6%	0.7%
O=C(CCCOc1ccc(Cl)cc1Cl)N1CCN(c2ccccn2)CC1	0%	-0.4%	i	53	7%	1.2	7%	4.6%	-10%	2.3%
Cc1ccc(-n2nc3c(c2NC(=O)C(C)(C)C)CSC3)c(C)c1	9%	-0.5%	i	50	14%	1.1	19%	0.7%	-3%	2.7%
CC(C)(C)c1nnc(N/N=C/c2cc(Br)ccc2O)n(N)c1=O	10%	15%	i	51	-8%	2.3	13%	0.0%	0%	0.7%
O=C(N/N=C/c1c[nH]c2ccccc12)c1cc(-c2cccc3ccccc23)n[nH]1	-5%	2.0%	i	32	8%	1.1	5%	1.9%	3%	0.1%
COc1ccc(CC(=O)NNS(=O)(=O)c2ccc(F)cc2)cc1	x	-1.0%	i	27	x	x	x	0.8%	x	0.4%
COc1ccccc1NS(=O)(=O)c1ccc(O)c(C(N)=O)c1	7%	1.0%	i	44	13%	1.1	13%	0.1%	-13%	0.6%
Cn1c(C(=O)N2CCCC(C(=O)c3ccc(C(F)(F)F)cc3)C2)cc(=O)n(C)c1=O (stereo not drawn)	-1%	-1.9%	i	48	2%	1	4%	-1.8%	-8%	0.0%
C[C@H](NC(=O)C1CCN(S(=O)(=O)c2ccccc2)CC1)C(=O)NCc1cccc(C(F)(F)F)c1	x	-0.8%	i	7	x	x	x	4.8%	x	0.3%
COCc1c(C(=O)Nc2ccc(Cl)cc2F)oc2ccccc12	5%	-0.3%	i	36	3%	1	-9%	6.4%	2%	-0.5%

Structures listed so far with a CF3 group:
SMILES	M1AAP inhibition	West Nile antiviral	T cell HTS	T cell HTS vesicle-bound %	PMI inhibition	TNAP activators	PMI inhibitors	RSV antiviral HEp-2	M17LAP inhibition	UTI89 phage lysis
Cn1c(C(=O)N2CCCC(C(=O)c3ccc(C(F)(F)F)cc3)C2)cc(=O)n(C)c1=O (stereo not drawn)	-1%	-1.9%	i	48	2%	1	4%	-1.8%	-8%	0.0%
C[C@H](NC(=O)C1CCN(S(=O)(=O)c2ccccc2)CC1)C(=O)NCc1cccc(C(F)(F)F)c1	x	-0.8%	i	7	x	x	x	4.8%	x	0.3%

The list continues.
SMILES	M1AAP inhibition	West Nile antiviral	T cell HTS	T cell HTS vesicle-bound %	PMI inhibition	TNAP activators	PMI inhibitors	RSV antiviral HEp-2	M17LAP inhibition	UTI89 phage lysis
COc1cc(CNC(=O)c2nc(Cn3nc(C)c(Br)c3C)no2)cc(OC)c1	-2%	-0.9%	i	25	14%	1	6%	1.4%	1%	-0.2%
CSCCC(NC(=O)c1cccc([N+](=O)[O-])c1)c1nc2ccccc2[nH]1 (stereo not drawn)	4%	-0.3%	i	44	10%	1	9%	-0.2%	3%	-0.1%
COC(=O)Cn1c(=NC(=O)c2ccc(OC)c(OC)c2)sc2cc(OC)ccc21	16%	-0.3%	i	36	-14%	1	-9%	3.0%	2%	1.0%
O=C(Nc1ccc(C(=O)NCc2ccc(F)cc2)cc1)C1=CSCCO1	x	0.0%	i	8	x	x	x	1.1%	x	-0.1%
Cc1nn(C(C)C(=O)O)c(C)c1[N+](=O)[O-] (stereo not drawn)	7%	0.3%	i	61	-9%	1.1	-12%	0.1%	-3%	-0.4%
O=C(O)c1ccccc1-c1nc2ccccc2[nH]1	0%	0.1%	i	67	2%	1.1	2%	-0.7%	6%	0.9%
COC(=O)c1cc(C#N)c(NCc2ccc(Cl)cc2Cl)nc1C	-7%	-0.1%	i	42	-10%	1	-13%	1.4%	-14%	0.1%[50 µM]
Cc1nc2cc(N3CCCCC3)c(NC(=O)c3cccnc3)cc2c(=O)n1Cc1ccccc1	5%	-0.3%	i	21	2%	1	6%	0.0%	-31%	11%
COc1ccc(-c2ccc(CCC(=O)O)n2NC(N)=O)cc1	0%	0.1%	i	47	x	x	x	0.5%	-5%	0.0%
O=[N+]([O-])c1ccc(N2CCN(c3ccccc3F)CC2)nc1	x	0.7%	i	19	x	x	x	1.1%	x	2.0%[50 µM]
O=C(/C(C=Nc1ccc(Br)cc1)=C(/O)c1ccco1)C(F)(F)F	12%	-0.4%	i	38	-26%	1.1	-9%	0.0%	2%	-0.7%
O=C(CSc1ncn[nH]1)Nc1nnc(-c2ccccc2)s1	13%	0.2%	i	41	-4%	1.4	-4%	-0.7%	43µM*	-1.3%
CC(C)CN1C(=O)/C(=C/c2ccco2)NC1=S	14%	-0.6%	i	42	-1%	0.9	-25%	6.2%	20%	-0.1%
CCOc1cc(NC(=S)N2CCC(C(N)=O)CC2)c(C(=O)OC)cc1OCC	0%	-0.9%	i	60	7%	1.1	0%	-1.2%	-1%	0.4%
CCc1cc(=O)oc2c(C)c(OCC(=O)NCCN3CCOCC3)ccc12	x	-0.5%	i	27	x	x	x	0.2%	x	0.6%
CCCCCC1CC(CC#CCN2CCOCC2)C(=O)O1 (stereo not drawn)	-1%	-0.1%	i	34	-15%	1.1	-5%	-1.2%	9%	-1.8%
CC(=O)c1c(N2CCN(C)CC2)nc(=S)n(Cc2ccccc2)c1C	4%	-0.8%	i	51	-8%	1.1	1%	0.0%	11%	1.0%[50 µM]
COc1ccc(CNC(=O)/C=C/c2cc([N+](=O)[O-])ccc2OC(F)F)cc1OC	1%	-0.6%	i	42	-2%	1.1	0%	0.3%	-4%	1.4%
Cc1[nH]nc(SCC(=O)NCc2ccc(Cl)cc2)c1[N+](=O)[O-]	1%	-0.6%	i	20	-1%	1.2	5%	2.8%	3%	0.1%[50 µM]
CCNS(=O)(=O)c1ccc(CCC(=O)N2CCN(C(=O)OCC)CC2)cc1	x	0.3%	i	62	x	x	x	0.8%	x	-0.8%
CC(C)c1ccc(C2(O)C(=O)Nc3cc(Br)ccc32)c(O)c1 (stereo not drawn)	x	3.1%	i	44	x	x	x	3.8%	x	0.2%
c1ccc(COc2ccccc2CNC2CCCC2)cc1	5%	-0.9%	i	37	2%	1.2	0%	-0.3%	-1%	1.2%
COc1ccc(CNC(=O)C2CCN(S(=O)(=O)N3CCCC3)CC2)c(OC)c1	x	0.0%	i	23	x	x	x	2.2%	x	0.4%
O=C(CSc1nnc2scc(-c3ccccc3)n12)Nc1nsc(-c2ccccc2)n1	8%	1.3%	i	60	12%	1	24%	6.3%	10%	9.1%
O=C1CCC([N+](=O)[O-])C(c2cccc([N+](=O)[O-])c2)N1 (stereo not drawn)	1%	-0.4%	i	23	6%	1	5%	1.3%	-4%	-0.4%
Cc1ncc(CO)c(/C=N/NC(=S)Nc2cccc(Cl)c2)c1O	38%	-0.9%	i	57	-55%	2.7	-43%	14%	6%	-0.1%
CN(Cc1ccco1)C(=O)Cn1cc(S(=O)(=O)N2CCCC2)c(S(=O)(=O)N2CCCC2)c1	x	0.6%	i	38	x	x	x	1.0%	x	0.5%
